Source: PubChem (Broad Institute)
BioA inh = blocks M. tuberculosis BioA enzyme activity | purified M. tuberculosis BioA enzyme, plate reader | inhibition, % at 9.99 µM | 360,000 tested, 0.096% active | AID 602481; in the data active = inhibition above about 40%
The depositor's hits bear a star. These rows are one share of the data; the hit share may differ from the screen's.

C[C@@H]1CN([C@@H](C)CO)C(=O)Cc2cc(NC(=O)C3CCCCC3)ccc2O[C@H]1CN(C)Cc1ccc(Oc2ccccc2)cc1
- BioA inh = -2.6

CCC(=O)N(C)C[C@@H]1Oc2cc(-c3cccnc3)ccc2S(=O)(=O)N([C@H](C)CO)C[C@@H]1C
- BioA inh = 1.2

C[C@H]1CN([C@@H](C)CO)C(=O)c2cc(-c3ccc(F)cc3)cnc2O[C@@H]1CN(C)C(=O)CN(C)C
- BioA inh = 3.2

COc1cccc(-c2ccc3c(c2)[C@@H]2[C@@H](CCN2S(=O)(=O)c2cn(C)cn2)[C@H](CO)N3)c1
- BioA inh = 0.8

C[C@H]1CN([C@@H](C)CO)C(=O)c2cccc(NS(C)(=O)=O)c2O[C@H]1CN(C)CC1CCCCC1
- BioA inh = 1.3

C[C@@H]1CN([C@@H](C)CO)C(=O)c2cc(NS(C)(=O)=O)ccc2O[C@H]1CN(C)C(=O)Nc1cccc2ccccc12
- BioA inh = -2.6

C[C@@H]1CCCCO[C@H](CN(C)Cc2ccccc2)[C@@H](C)CN([C@@H](C)CO)C(=O)c2cc(NC(=O)Nc3ccc(F)cc3)ccc2O1
- BioA inh = -2.2

CN1C[C@@H]2[C@H](c3ccccc31)[C@@H](CO)N2C(=O)Nc1ccc(F)cc1
- BioA inh = 3.3

O=C(C[C@@H]1CC[C@H]2[C@@H](COC[C@@H](O)CN2C(=O)Nc2cccc(Cl)c2)O1)NCCCN1CCOCC1
- BioA inh = -1.5

C[C@H]1CCCCO[C@H](CN(C)C(=O)Nc2ccc3c(c2)OCO3)[C@@H](C)CN([C@@H](C)CO)C(=O)c2cc(NC(=O)Nc3ccc(C(F)(F)F)cc3)ccc2O1
- BioA inh = 2.7

C[C@@H]1CN([C@H](C)CO)S(=O)(=O)c2ccc(C#C[C@@H](C)O)cc2O[C@H]1CN(C)C(=O)Nc1ccccc1
- BioA inh = 4.2

C[C@@H]1CCCCO[C@@H](CN(C)C)[C@@H](C)CN([C@H](C)CO)C(=O)c2cc(NC(=O)Nc3ccc(F)cc3)ccc2O1
- BioA inh = 1.5

COc1cccc(-c2ccc3n(c2=O)C[C@@H]2[C@@H](CO)[C@H](C(=O)N(C)C)N(C(=O)C4CCCC4)[C@H]32)c1
- BioA inh = -0.9

O=C(C[C@@H]1CC[C@@H](NS(=O)(=O)c2ccc(F)cc2)[C@H](CO)O1)NCCc1ccncc1
- BioA inh = -1.0

CCCNC(=O)Nc1ccc2c(c1)C(=O)N(C)[C@H]1CC[C@@H](CC(=O)OC)O[C@@H]1CO2
- BioA inh = -1.2

C[C@@H]1CCCCO[C@@H](CN(C)C(=O)Nc2ccc(F)cc2)[C@H](C)CN([C@@H](C)CO)C(=O)c2cc(NC(=O)Nc3cccc4ccccc34)ccc2O1
- BioA inh = -0.5

C[C@@H]1CN([C@H](C)CO)C(=O)c2cc(C#Cc3ccc(F)cc3)cnc2O[C@H]1CN(C)S(C)(=O)=O
- BioA inh = 1.0

Cc1ccc(S(=O)(=O)N(C)C[C@@H]2OCCCC[C@H](C)Oc3ccc(NC(=O)c4ccccc4)cc3C(=O)N([C@@H](C)CO)C[C@H]2C)cc1
- BioA inh = -2.6

C[C@H]1CN([C@@H](C)CO)C(=O)c2c(c3ccccc3n2C)-c2ccccc2CO[C@H]1CN(C)S(=O)(=O)c1cn(C)cn1
- BioA inh = 2.3

CO[C@@H](CN(C)C(=O)c1cc(Cl)cc(Cl)c1)[C@@H](C)CN(C(=O)Nc1ccc(F)cc1)[C@@H](C)CO
- BioA inh = -0.9

COc1ccc(-c2ccc([C@@H]3[C@@H](C#N)N[C@@H]3CO)cc2)cc1
- BioA inh = -1.8

C[C@@H]1CCCCO[C@@H](CN(C)C(=O)Nc2ccc(C(F)(F)F)cc2)[C@H](C)CN([C@H](C)CO)C(=O)c2cc(NC(=O)Nc3ccc(F)cc3)ccc2O1
- BioA inh = -1.5

O=C(NCC1CC1)[C@@H]1[C@@H](CO)[C@@H]2Cn3c(ccc(-c4ccccc4)c3=O)[C@H]1N2CC1CC1
- BioA inh = -0.7

C[C@H](CO)N1C[C@H](C)[C@H](CN(C)C(=O)NC2CCCCC2)Oc2ccc(NC(=O)Nc3ccccc3)cc2CC1=O
- BioA inh = 4.5

O=C(C[C@@H]1CC[C@H](NC(=O)CCN2CCCCC2)[C@H](CO)O1)Nc1ccc(-c2ccccc2)cc1
- BioA inh = -2.1

COc1ccc(S(=O)(=O)N2C[C@H](O)COC[C@@H]3O[C@H](CC(=O)NCCCN4CCOCC4)CC[C@H]32)cc1
- BioA inh = -0.7

CCC(=O)Nc1ccc2c(c1)C(=O)N(C)C[C@H](OC)[C@H](C)CN(Cc1cccc(F)c1)[C@H](C)CO2
- BioA inh = 3.3

Cc1noc(C)c1NC(=O)Nc1ccc2c(c1)C(=O)N([C@H](C)CO)C[C@H](C)[C@H](CN(C)S(=O)(=O)c1cn(C)cn1)O2
- BioA inh = -1.2

C[C@H]1CN([C@@H](C)CO)C(=O)CCCn2nncc2CO[C@H]1CN(C)Cc1cccnc1
- BioA inh = -2.9

C[C@@H]1CN([C@@H](C)CO)C(=O)c2cccc(N(C)C)c2O[C@H]1CN(C)Cc1ccc(C(=O)Nc2ccccc2N)cc1
- BioA inh = -0.8

CC=Cc1ccc2n(c1=O)C[C@@H]1[C@@H](CO)[C@H](C(=O)NCc3ccc4c(c3)OCO4)[C@H]2N1C(C)=O (mixture of isomers)
- BioA inh = -2.8

COc1ccc(S(=O)(=O)Nc2cccc3c2O[C@H](CN(C)C(=O)Nc2ccccc2)[C@H](C)CN([C@H](C)CO)C3=O)cc1
- BioA inh = -0.5

O=S(=O)(N[C@H]1CC[C@@H](CCn2cc(-c3cccc(F)c3)nn2)O[C@H]1CO)c1ccccc1
- BioA inh = 9.4

COc1ccc(NC(=O)N(C)C[C@@H]2OCCCC[C@H](C)Oc3ccc(NC(=O)Nc4ccccc4)cc3C(=O)N([C@H](C)CO)C[C@@H]2C)cc1
- BioA inh = -0.5

C[C@@H]1CN([C@@H](C)CO)C(=O)c2cccc(NC(=O)c3ccc(-c4nccs4)cc3)c2O[C@H]1CN(C)C
- BioA inh = 2.3

C[C@H](CO)N1C[C@H](C)[C@H](CN(C)C(=O)Nc2ccc3c(c2)OCO3)Oc2ccc(NC(=O)C3CC3)cc2C1=O
- BioA inh = -1.1

Cc1noc(C)c1NC(=O)Nc1ccc2c(c1)C(=O)N([C@@H](C)CO)C[C@H](C)[C@H](CN(C)Cc1ccc(C(=O)O)cc1)OCCCC[C@H](C)O2
- BioA inh = -2.6

CCN1[C@@H]2c3ccc(C4=CCCCC4)c(=O)n3C[C@H]1[C@H](CO)[C@H]2C(=O)NCCOC
- BioA inh = -3.0

C[C@H]1CN([C@@H](C)CO)C(=O)c2cc(-c3ccccc3F)cnc2O[C@H]1CN(C)C(=O)c1ccccn1
- BioA inh = -1.7

O=S(=O)(c1ccc(F)cc1)N1C[C@H]2[C@@H](c3ccccc31)[C@@H](CO)N2Cc1ccc2c(c1)OCO2
- BioA inh = -7.6

C[C@H]1CN([C@@H](C)CO)C(=O)c2cc(NC(=O)Cc3ccccc3)ccc2O[C@@H]1CN(C)S(=O)(=O)c1ccc(Cl)cc1
- BioA inh = -1.3

COCC#Cc1ccc([C@@H]2[C@H](CO)N3CCCCN(C(=O)COC)C[C@@H]23)cc1
- BioA inh = -0.3

Cn1cnc(S(=O)(=O)N[C@H]2C=C[C@@H](CC(=O)NCC3CCCCC3)O[C@@H]2CO)c1
- BioA inh = 1.1

C[C@H]1CN([C@@H](C)CO)S(=O)(=O)c2ccc(Br)cc2O[C@@H]1CN(C)Cc1ccccn1
- BioA inh = 0.4

COc1ccc(NC(=O)N(C)C[C@H]2OCCCC[C@@H](C)Oc3ccc(NC(=O)Nc4ccc(C(F)(F)F)cc4)cc3C(=O)N([C@H](C)CO)C[C@@H]2C)cc1
- BioA inh = -3.3

CC(C)C(=O)Nc1ccc2c(c1)C(=O)N(C)[C@@H]1CC[C@@H](CC(=O)NCCCN(C)C)O[C@H]1CO2
- BioA inh = -2.7

C[C@@H]1CN([C@@H](C)CO)S(=O)(=O)c2ccc(-c3ccc(F)cc3)cc2O[C@@H]1CN(C)C
- BioA inh = 0.6

C[C@H](CO)N1C[C@H](C)[C@@H](CN(C)C(=O)C2CCCCC2)Oc2cc(C#CC3CC3)ccc2S1(=O)=O
- BioA inh = 0.8

C[C@H]1CCCCO[C@H](CN(C)C(=O)c2ccncc2)[C@@H](C)CN([C@@H](C)CO)C(=O)c2cc(NS(=O)(=O)c3cn(C)cn3)ccc2O1
- BioA inh = -0.4

CC(C)NC(=O)Nc1ccc2c(c1)C(=O)N([C@H](C)CO)C[C@@H](C)[C@H](CN(C)S(=O)(=O)c1ccccc1)O2
- BioA inh = 1.2

C[C@H](CO)N1C[C@H](C)[C@@H](CN(C)S(=O)(=O)c2cn(C)cn2)Oc2cc(C3=CCCCC3)ccc2S1(=O)=O
- BioA inh = 2.1

C=CCNC(=O)[C@@H]1[C@H]2C(=O)O[C@H](c3ccccc3)[C@H](c3ccccc3)N2[C@H](c2ccccc2OCCO)[C@@]12C(=O)N(C(=O)OCCOC)c1ccc(C#CC3(O)CCCCCC3)cc12
- BioA inh = -1.8

CCCC#Cc1cnc2c(c1)C(=O)N([C@@H](C)CO)C[C@H](C)[C@@H](CN(C)C(=O)CCN1CCCCC1)O2
- BioA inh = -1.4

O=C(Cc1ccccn1)NCC[C@H]1CC[C@@H](NC(=O)Nc2ccc(C(F)(F)F)cc2)[C@@H](CO)O1
- BioA inh = -1.6

N#Cc1cccc(-c2ccc3c(c2)[C@H]2[C@H](CCN2Cc2ccncc2)[C@H](CO)N3)c1
- BioA inh = 31.3

CCNC(=O)C[C@H]1CC[C@@H]2[C@H](COC[C@H](O)CN2C(=O)c2cccnc2)O1
- BioA inh = 5.0

C[C@H]1CCCCO[C@@H](CN(C)C(=O)Nc2ccc(F)cc2)[C@@H](C)CN([C@@H](C)CO)C(=O)c2cc(NC(=O)Nc3ccc(C(F)(F)F)cc3)ccc2O1
- BioA inh = -1.4

C[C@H](CO)N1C[C@H](C)[C@@H](CN(C)Cc2ccc3c(c2)OCO3)OCCCC[C@H](C)Oc2ccc(NC(=O)NC3CCCCC3)cc2C1=O
- BioA inh = -0.8

CC(C)NC(=O)N(C)C[C@@H]1Oc2ccc(NC(=O)Nc3ccc(C(F)(F)F)cc3)cc2C(=O)N([C@@H](C)CO)C[C@H]1C
- BioA inh = -1.6

C[C@H]1CCCCO[C@@H](CN(C)C)[C@@H](C)CN([C@@H](C)CO)C(=O)c2cc(NC(=O)Nc3ccc(C(F)(F)F)cc3)ccc2O1
- BioA inh = -1.0

Retrieved by structure from the entries so far (3):
CCNC(=O)C[C@H]1CC[C@@H]2[C@H](COC[C@H](O)CN2C(=O)c2cccnc2)O1
- BioA inh = 5.0

CCCC#Cc1cnc2c(c1)C(=O)N([C@@H](C)CO)C[C@H](C)[C@@H](CN(C)C(=O)CCN1CCCCC1)O2
- BioA inh = -1.4

C[C@H](CO)N1C[C@H](C)[C@@H](CN(C)Cc2ccc3c(c2)OCO3)OCCCC[C@H](C)Oc2ccc(NC(=O)NC3CCCCC3)cc2C1=O
- BioA inh = -0.8

More structures follow:
CC=Cc1ccc2n(c1=O)C[C@@H]1[C@@H](CO)[C@H](C(=O)NCCC)N(Cc3cocn3)[C@H]21 (mixture of isomers)
- BioA inh = 17.5

O=C(NCC[C@H]1CC[C@H](NC(=O)C2CCC2)[C@H](CO)O1)c1cc(Cl)cc(Cl)c1
- BioA inh = -1.4

CC12N=C3SCc4ccccc4CN3[C@H](c3ccccc3O1)[C@H]2CO
- BioA inh = 0.1

C[C@@H]1CN([C@@H](C)CO)S(=O)(=O)c2ccc(C#Cc3ccccc3)cc2O[C@H]1CN(C)S(=O)(=O)c1cn(C)cn1
- BioA inh = 2.4

CCC(=O)Nc1ccc2c(c1)C(=O)N(C)C[C@@H](OC)[C@@H](C)CN(C(=O)C1CCC1)[C@@H](C)CO2
- BioA inh = 0.5

CCCC#Cc1cnc2c(c1)C(=O)N([C@H](C)CO)C[C@@H](C)[C@@H](CN(C)Cc1cccnc1)O2
- BioA inh = -1.1

C[C@@H]1CN([C@H](C)CO)C(=O)CCCn2cc(nn2)CO[C@H]1CN(C)Cc1cccc(O)c1
- BioA inh = -1.4

COc1ccccc1S(=O)(=O)N1CC[C@H]2[C@H](CO)Nc3ccc(-c4ccccc4)cc3[C@H]21
- BioA inh = 9.6

CC(C)NC(=O)N(C)C[C@@H]1Oc2cc(C#CC3CC3)ccc2S(=O)(=O)N([C@H](C)CO)C[C@H]1C
- BioA inh = 0.1

C[C@@H]1CN([C@H](C)CO)C(=O)c2cc(NC(=O)Nc3ccc4c(c3)OCO4)ccc2O[C@H]1CN(C)C(=O)Nc1ccc(F)cc1
- BioA inh = -3.0

O=C(C[C@@H]1C[C@@H]2c3cc(NS(=O)(=O)c4ccc(F)cc4)ccc3O[C@@H]2[C@H](CO)O1)NCCN1CCCCC1
- BioA inh = 1.5

CN1CCN(C(=O)C[C@@H]2CC[C@@H]3[C@H](COc4ccc(NC(=O)C5CC5)cc4C(=O)N3C)O2)CC1
- BioA inh = -0.5

C[C@@H]1CN([C@H](C)CO)C(=O)c2cc(NC(=O)CCC(F)(F)F)ccc2O[C@@H](C)CCCCO[C@H]1CN(C)C(=O)Cc1ccccc1
- BioA inh = 4.0

COCC(=O)NC[C@@H]1[C@@H](c2ccc(C3=CCCC3)cc2)[C@@H](CO)N1C(C)=O
- BioA inh = -1.5

CO[C@H]1CN(C)C(=O)c2ccc(NS(C)(=O)=O)cc2OC[C@H](C)N(CC2CCOCC2)C[C@H]1C
- BioA inh = -3.0

C[C@@H]1CN([C@@H](C)CO)C(=O)Cc2cc(N(C)C)ccc2O[C@@H]1CN(C)S(C)(=O)=O
- BioA inh = 0.5

CN1C(=O)c2cc(NC(=O)C3CC3)ccc2OC[C@H]2O[C@@H](CC(=O)NCc3cccc(F)c3)CC[C@H]21
- BioA inh = 0.1

COc1cccc(-c2ccc3c(c2)[C@H]2[C@H](CCN2S(=O)(=O)c2cccc(OC)c2)[C@@H](CO)N3)c1
- BioA inh = 0.4

C[C@H]1CN([C@@H](C)CO)C(=O)c2cc(C#Cc3cccnc3)cnc2O[C@H]1CN(C)C(=O)CC1CC1
- BioA inh = -0.5

Entries shown so far containing a cyano group:
COc1ccc(-c2ccc([C@@H]3[C@@H](C#N)N[C@@H]3CO)cc2)cc1
- BioA inh = -1.8

N#Cc1cccc(-c2ccc3c(c2)[C@H]2[C@H](CCN2Cc2ccncc2)[C@H](CO)N3)c1
- BioA inh = 31.3
